# Compound activity: PubChem, National Center for Advancing Translational Sciences (NCATS)
# Glioma ERSR ind: induces the endoplasmic reticulum stress response in human glioma cells | U87-MG GRP78 promoter luciferase reporter, 16 h | Potency, µM, for inactives: at the top dose activation, usual class: activators | 420,000 tested, 0.02% active | AID 602332; also: potency is read from the fitted curve at half-maximal effect; series mostly up to about 76 µM; % of control where 0% means no effect; nearly all actives have a fitted effect of over 35% in size
#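 Stably transfected U87-MG human glioma cells carrying a GRP78-based luminescent sensor were seeded at 1000 cells/well, pin-dosed with compounds and incubated 16 h. Luciferase reagent was then added, and end-point luminescence was read after 10 min at room temperature.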
# D2 antag: antagonizes the human D2 dopamine receptor | P14416 | HEK293 TREx D2 cells, calcium flux, dopamine EC80 | inhibition, % at 10 µM | 340,000 tested, 2% active; in the data active = inhibition above about 30%; also: 0% is about no effect
# Target sequence (P14416 whole entry, looked up): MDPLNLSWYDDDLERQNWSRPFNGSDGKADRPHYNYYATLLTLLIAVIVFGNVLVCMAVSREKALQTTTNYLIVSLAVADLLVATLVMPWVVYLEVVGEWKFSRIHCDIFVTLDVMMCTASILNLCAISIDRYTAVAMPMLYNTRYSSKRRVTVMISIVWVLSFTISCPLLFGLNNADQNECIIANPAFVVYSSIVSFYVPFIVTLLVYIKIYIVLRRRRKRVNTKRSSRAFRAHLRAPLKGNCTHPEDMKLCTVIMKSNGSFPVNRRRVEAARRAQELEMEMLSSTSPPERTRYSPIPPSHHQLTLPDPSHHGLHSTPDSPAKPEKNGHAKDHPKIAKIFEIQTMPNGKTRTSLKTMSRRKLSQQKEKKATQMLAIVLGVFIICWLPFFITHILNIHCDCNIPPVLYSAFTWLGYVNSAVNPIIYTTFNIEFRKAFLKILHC
#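 Calcium mobilization kinetics were recorded at 1 s intervals in tetracycline-induced HEK293 T-REx D2 cells, first for 180 s after compound addition and then 180 s after EC80 dopamine.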
# RGS4 inhibitor: blocks human RGS4-accelerated GTP hydrolysis | Transcreener GDP fluorescence polarization, RGS4-accelerated GTP hydrolysis | P49798 | 390,000 tested, 0.039% active | Potency, µM (doses to about 114 µM), for the others: at the top dose activity change, negative = inhibition, hits mostly inhibitors; also: potency is read from the fitted curve at half-maximal effect; % is scaled to controls: 0 for no effect and ±100 for the full control effect; nearly all actives have a fitted effect of over 75% in size; some results filed as inactive show a strong effect at the top dose
# Target sequence (P49798 whole entry, looked up): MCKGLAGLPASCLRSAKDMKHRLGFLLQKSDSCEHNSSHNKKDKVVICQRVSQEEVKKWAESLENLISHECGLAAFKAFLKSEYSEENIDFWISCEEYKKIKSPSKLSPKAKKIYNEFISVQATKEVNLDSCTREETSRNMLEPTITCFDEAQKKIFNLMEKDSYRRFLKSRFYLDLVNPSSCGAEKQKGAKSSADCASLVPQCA
#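 MLSMR compounds (23 nl, pin-transferred) preincubated 10 min at room temperature with a 500nM (2x) first reagent, then RGS4 at 900nM (2x) plus Transcreener GDP mix added; fluorescence polarization (620/688 nm) read before and after 90 min at 30 °C.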
# Vif-A3G inh: blocks the Vif interaction with human APOBEC3G | Q9HC16 | HeLa A3G-eYFP + Vif (tagged APOBEC3G with the HIV-1 protein that degrades it), YFP fluorescence, overnight | Potency, µM (series often up to 46.1 µM), for inactives: top-dose activity, negative = active, usual class: inhibitors | 410,000 tested, 0.076% active;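 also: potency is read from the fitted curve at half-maximal effect; % is scaled to controls: 0 for no effect and ±100 for the full control effect; nearly all actives have a fitted effect of over 60% in size; hits raise eYFP signal because A3G escapes Vif-driven loss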
# Target sequence (Q9HC16 whole entry, looked up): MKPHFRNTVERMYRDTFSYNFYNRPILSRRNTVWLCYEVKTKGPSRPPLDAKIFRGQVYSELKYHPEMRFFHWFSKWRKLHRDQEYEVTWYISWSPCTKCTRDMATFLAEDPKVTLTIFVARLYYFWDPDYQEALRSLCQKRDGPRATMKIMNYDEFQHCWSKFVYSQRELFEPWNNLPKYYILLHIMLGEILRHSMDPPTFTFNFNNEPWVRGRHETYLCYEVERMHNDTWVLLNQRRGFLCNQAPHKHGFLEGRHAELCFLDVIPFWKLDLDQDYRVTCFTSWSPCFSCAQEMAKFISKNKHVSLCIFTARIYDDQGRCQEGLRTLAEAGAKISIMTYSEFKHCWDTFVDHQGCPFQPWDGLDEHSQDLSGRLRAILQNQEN
#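 HeLa cells stably expressing Vif and C-terminally eYFP-tagged A3G, seeded overnight at 37 deg C, then exposed to compound by pintool overnight at 37 deg C. Rise in yellow fluorescence (Ex 488/Em 500-530, Acumen) marks blocked Vif-driven A3G degradation.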
# ALOX12 inh: inhibitors of human 12S-lipoxygenase ALOX12. P18054. purified 12hLO, xylenol orange hydroperoxide absorbance. Potency, µM (highest dose often 108 µM), inactives show at the top dose activity change, negative = inhibition, actives largely listed as inhibitors. 580,000 tested, 1.1% active. AID 1671190; also: potency is read from the fitted curve at half-maximal effect; % is scaled to controls: 0 for no effect and ±100 for the full control effect
#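 Purified human 12hLO (150 nM final) in 25 mM Hepes, 0.01% Triton X-100, pH 7.0 was preincubated 15 min at room temperature with compound. Then 40 uM arachidonic acid was added, 30 min. Hydroperoxide was read by Fe-XO absorbance ratio 573/405 nm.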
# Vif-A3F inh: inhibitors of Vif-A3F interaction | AID 602313 | Potency, µM (top dose mostly 46.1 µM), for the others: at the highest dose activity, negative = active | 390,000 tested, 0.2% active | HeLa A3F-eYFP + Vif (tagged APOBEC3F with the HIV-1 protein that degrades it), YFP fluorescence increase; also: potency is read from the fitted curve at half-maximal effect; % of control where 0% means no effect; nearly all actives have a fitted effect of over 65% in size
#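 Fluorescence increase (Ex 488/Em 500-530) after overnight compound treatment at 37 deg C flags inhibition of Vif-driven A3F-eYFP loss in stable HeLa A3F-eYFP/Vif cells seeded overnight beforehand.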
# LDHA block: inhibitors of human lactate dehydrogenase A. purified LDHA, NADH/diaphorase-resazurin fluorescence; hits give low values. activity change, % (values are at about 110 or 230 µM). 480,000 tested, 0.15% active. AID 1347041; in the data active = activity change below about -30%; inconclusive = mostly about -25% to -30%;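 also: plate controls were DMSO wells for no effect and wells without enzyme for full effect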
#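 Remaining NADH was detected by diaphorase (0.133 mg/mL) converting 37 µM resazurin to fluorescent resorufin, read at 0 and 20 minutes. The preceding 5-minute room-temperature reaction used 2 nM LDHA, 0.2 mM sodium pyruvate and 0.06 mM NADH at pH 7.4.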
# ERG-DNA inh: inhibitors of human ERG Ets domain-DNA interaction; Potency, µM (titrated, usually from 76.9 µM), inactives show at the top dose FP activity, negative = inhibition, most hits filed as inhibitors; AID 624246; fluorescence polarization, His-ERG Ets domain / labelled DNA; 370,000 tested, 0.028% active; P11308; active = well fitted inhibition curve with a large enough effect in the polarisation, with a control signal flat; inconclusive = small, poorly fitted or top-dose-only effect, or effect the other way, or a change in a side signal; inactive = no such curve, though single readings can be large or run the other way; the % refers to the polarisation;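 also: polarization taken with two DNA probes labelled with fluorescein and Texas red; potency is read from the fitted curve at half-maximal effect; % of control where 0% means no effect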
#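 His-tagged ERG Ets domain (1 uM in the protein solution; 300mM KCl, 50mM Tris-HCl, 1mM EDTA, 1mM DTT, pH 7.5) received compound, then a probe mix of 5 nM fluorescein-DNA and 100nM Texas-615-DNA. Fluorescence polarization was read for both dyes.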
# D2 agonist: D2 dopamine receptor (human) agonism. activation, % at 2 µM. AID 485358. P14416. 340,000 tested, 0.53% active. HEK293 T-REx D2 cells, calcium flux agonist mode;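 active = activation over 3 SD above normal in the single-dose calcium agonist read, cut at about 30% in these data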; also: 0% is about no effect
#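 Agonism is scored from calcium flux in a force-coupled, inducible HEK293 cell line expressing D2, read kinetically for 180 s after compound addition against dopamine controls.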
# Active calls of the source: *; i = inactive; ? = inconclusive; . = no result given; & = joins results of further samples; ! = not confirmed by another sample; [ ] = another dose, or the depositor's remark. Unless noted, calls follow the shape of the dose curve; as a rule, active = well fitted curve in the direction sought with a large enough effect; inconclusive = small, poorly fitted or top-dose-only effect, or another doubt; inactive = no such curve, though single readings can be large; an effect the other way counts as inactive or inconclusive.
canonical_smiles	D2 agonist	Vif-A3G inh	LDHA block	ERG-DNA inh	RGS4 inhibitor	Glioma ERSR ind	ALOX12 inh	D2 antag	Vif-A3F inh
COc1cc(/C=C2\NC(=S)N(C)C2=O)ccc1OCc1ccccc1F	-0.3	-13%	-1	-7%	-17%	-1%	-1%	-4	0%
Cc1ccc(C)c2[nH]c(=O)c(C(c3nnnn3C3CCCC3)N3CCOCC3)cc12 (stereo not given)	-0.5	0%	-8	5%	9%	1%	-20%	4	-28%
O=CN1CCC(=O)N(Cc2ccccc2)c2ccccc21	0.5	1%	-3	1%	23%	-5%	-25%	-3	0%
O=C(CSc1n[nH]c(-c2ccccc2)n1)Nc1ccc(F)cc1F	0.0	-4%	0	-10%	7%	-2%	?	-9	-5%
Nc1c(N(CCC2=CCCCC2)C(=O)COc2ccc(F)cc2)c(=O)[nH]c(=O)n1Cc1ccccc1	0.7	-19%	-3	-13%	-19%	-8%	.	-13	-14%
COC(=O)c1ccccc1NC(=O)c1cc[n+](C)cc1	.	0%	-7	4%	-33%	-3%	?	.	-5%
C[C@H](NC(=O)C(c1ccccc1)c1ccccc1)c1ccccc1	.	-2%	-9	11%	10%	-7%	?	.	-9%
COc1cc(C(=O)Nc2ccc(C#N)cc2)c([N+](=O)[O-])cc1OC	0.0	-1%	-6	3%	?	-2%	-1%	-13	4%
O=C(Nc1ccc(N2CCOCC2)cc1N1CCOCC1)c1ccc([N+](=O)[O-])cc1	0.3	0%	-1	-3%	-5%	-1%	4%	-2	3%
O=C1NCCN(Cc2cccc(Oc3ccccc3)c2)C1CC(=O)N1CCCCO1 (stereo not given)	-1.9	-1%	3	-7%	4%	-3%	6%	9	-9%
Cc1ccc(NC2=C(Cl)C(=O)c3ccccc3C2=O)cc1	0.4	-17%	22	.	-12%	-11%	14%	16	0%
CN(Cc1cnccn1)Cc1cn(Cc2ccccc2)nc1-c1ccc2c(c1)OCO2	0.8	2%	4	-4%	-10%	7%	-10%	15	2%
CCC(=O)N1CCc2cc(Br)cc(S(=O)(=O)CCC(=O)N3CCN(c4cccc(C(F)(F)F)c4)CC3)c21	-0.4	-1%	-5	-11%	17%	-4%	-19%	.	0%
CCc1c(C#N)c(=O)[nH]c(=O)n1-c1ccccc1	.	4%	1	0%	33%	-1%	0%	.	-4%
Cc1ccc(NC(=O)CN2C(=O)NC3(CCCc4ccccc43)C2=O)c([N+](=O)[O-])c1 (stereo not given)	0.1	1%	-1	-2%	-25%	-6%	-7%	-14	0%
O=C(NCc1nc2ccccc2[nH]1)c1cccc(S(=O)(=O)N2CCCCC2)c1	3.3	-2%	-3	1%	16%	-3%	-6%	-11	1%
COc1cccc(C(=O)NCc2nc(-c3ccccc3)no2)c1OC	-0.7	2%	-7	1%	7%	1%	-8%	.	0%
O=C(Cn1cnc2c(cnn2-c2ccc(F)cc2)c1=O)NCCc1ccccc1	-0.3	6%	-7	-8%	-15%	-4%	-3%	-12	0%
CC(OC(=O)c1ccc(Cl)c(S(N)(=O)=O)c1)C(=O)NCC1CCCCC1 (stereo not given)	0.2	3%	1	1%	4%	-4%	8%	-6	3%
Cc1ccccc1NC(=O)C(C)c1ccc(-c2ccccc2)c(F)c1 (stereo not given)	1.2	-3%	-5	1%	22%	-7%	0%	-25	.
COCCCNC(=O)CN(CCc1ccccc1)S(=O)(=O)c1ccccc1	-0.3	-2%	-4	-15%	-8%	-3%	-4%	-3	-13%
CCCN(C(=O)CSc1nnnn1C)C1CCS(=O)(=O)C1 (stereo not given)	.	4%	-3	-14%	8%	-4%	-1%	-1	18%
CCCCOc1ccccc1C1C(C(N)=O)=C(C)Nc2nnnn21 (stereo not given)	0.5	0%	2	-3%	-17%	-1%	21%	-13	8%
COc1ccccc1N(Cc1cc(=O)[nH]c2ccccc12)C(=O)c1ccccc1	-1.0	0%	-1	63%[activator]	1%	-3%	2%	-7	15%
CC1=Nn2c(nc(-c3ccccc3)c2-c2ccccc2)NC(=O)C1Br (stereo not given)	0.6	-1%	-6	-17%	-10%	-3%	-19%	5	-14%
COc1ccc(C(=O)N/N=C(\C)c2ccc(NC(=O)Cc3ccccc3)cc2)c(OC)c1	-0.7	1%	-4	8%	-22%	0%	i	13	7%
CC[C@@H](Nc1ncnc2c1oc1ccccc12)C(=O)O	0.3	0%	-9	-5%	-24%	-1%	16%	1	4%
CCCCCCCC/C=C\CCCCCCCC(=O)NCCc1ccc(O)c(O)c1	39*	-26%	-5	10%	?	-4%&-3%&-5%	5.6µM*!	57*	-8%
COc1cccc(S(=O)(=O)N2CCN(C(=O)c3ccco3)CC2)c1	-0.2	5%	-1	-24%	8%	-4%	2%	-6	-1%
O=C(CSc1ncc(-c2ccc(Cl)cc2)[nH]1)Nc1ccccc1F	0.0	-6%	-2	-3%	-14%	6%	9%	.	-3%
CCOC(=O)c1c(NC(=O)C2CC2)sc2c1CC(C)(C)OC2	-1.7	-8%	-3	-4%	-4%	1%	-2%	-11	6%
COc1ccc2[nH]c(C)c(CCN(Cc3cccs3)C(=S)Nc3ccccc3)c2c1	1.0	-18%	0	-1%	-10%	-4%	-26%	5	1%
CN(Cc1ccccc1)C(=O)c1ccc(NC(=O)Cc2cccc(NC(=O)C3CCCN(C(=O)C4CCC4)C3)c2)cc1 (stereo not given)	0.6	-4%	-18	-2%	-54%	-5%	?	-4	2%
COc1cc(CN2CC(=O)N(c3cc(Cl)ccc3C)C2=S)cc(OC)c1OC	-0.4	-3%	2	-2%	?	-6%	3%	-10	-10%
O=C(Nc1cc(Cl)ccn1)C1(c2ccccc2)CC1(Cl)Cl (stereo not given)	0.5	0%	-7	0%	-8%	-4%	?	4	-10%
Cc1csc(NC(=O)C(CC(C)C)NS(=O)(=O)c2ccc3c(c2)oc(=O)n3C)n1 (stereo not given)	-0.1	1%	-4	-19%	-24%	2%	-11%	-5	-3%
COCCOC(=O)c1c(C)oc2ccc(OS(C)(=O)=O)cc12	-0.2	0%	-14	-2%	-5%	0%	1%	-6	2%
COc1ccccc1N1CCN(C(=O)Cn2nc(C(F)(F)F)c3c2CCC3)CC1	0.5	-5%	-1	-7%	42%	-1%	-13%	1	.
COc1ccc(C(=O)NCCN2CCN(C(=O)c3ccc(OC)c(OC)c3)CC2)cc1OC	0.4	-1%	-3	0%	-19%	-4%	-26%	-6	4%
CCSc1nc2[nH]ncc2c(=O)[nH]1	0.6	-5%	-3	1%	-1%	-1%	-19%	1	-10%
CC1CCCCC1NC(=O)/C(C#N)=C/c1ccc2c(c1)OCCO2 (stereo not given)	-0.1	-6%	1	7%	-20%	?	.	-16	?
O=C(NCc1ccncc1)c1ccc(Cl)c(S(=O)(=O)N2CCOCC2)c1	-0.4	2%	-3	-6%	21%	-6%	2%	7	.
O=C(NC1CCCC1)C(c1ccccn1)N(Cc1ccc(F)cc1)C(=O)c1csnn1 (stereo not given)	0.8	-1%	-8	3%	-18%	8%	11%	7	7%
COC1(OC)N=C(N)C2(C#N)C(c3ccccc3)NC(C)=CC12C#N (stereo not given)	-1.7	1%	-17	21%	1%	-2%	0%	-14	3%
CC(C)=CCN1CCN(Cc2c(C)nn(C)c2Cl)CC1CCO (stereo not given)	-1.8	4%	-6	6%	15%	-3%	-6%	-7	-6%
NC(=O)c1ncn([C@@H]2O[C@H](CNCc3cc(Cl)ccc3OCc3ccc(Cl)cc3)[C@@H](O)[C@H]2O)n1	.	1%	0	-7%	22%	2%	1%	.	-3%
Nc1c(N(Cc2ccco2)C(=O)COc2ccccc2F)c(=O)[nH]c(=O)n1Cc1ccccc1	0.9	0%	-3&-1	0%	-10%	-5%	9%&9%	-10	?
COc1ccc(CC(=O)OCC(=O)Nc2c(C)n(C)n(-c3ccccc3)c2=O)cc1OC	.	4%	-2	3%	13%	-1%	209%[activator]	.	2%
O=C(NCc1cccc(F)c1)c1cccc(OC2CCN(C(=O)C3CC3)CC2)c1	0.9	1%	-12	-11%	11%	-3%	0%	3	-8%
Cc1ccc(NC(=O)CSc2nc3ccc(NC(=O)CCc4ccccc4)cc3s2)cc1	1.6	0%	-3	3%	-4%	-3%	0%	.	1%
Cc1cnc(NC(=O)Cc2ccc(Br)cc2)s1	-0.6	1%	-2	17%	1%	-4%	-12%	6	10%
COc1ccc(Cl)cc1C(=O)NCc1nc(-c2cccc(C)c2)no1	0.5	1%	-7	-3%	8%	-2%	-6%	.	-1%
Cc1nc2ccccc2c2nc3ccccc3n12	-0.7	-4%	0	.	-6%	-3%	19%	-7	1%
CC1CCC(NC(=O)c2cccn2C)CC1 (stereo not given)	.	-5%	-5	2%	-20%	-5%	-3%	.	-3%
COC(=O)[C@H](CC(C)C)NC(=O)N1CCN(c2cccc(C(F)(F)F)c2)CC1	-0.6	0%	1	-6%	9%	-4%	12%	-7	2%

# Only part of the results is shown. The share of hits here may be higher or lower than overall.
